# CHT inh: inhibits the human high affinity choline transporter; Q9GZV3; CHT-expressing cells, membrane potential dye, choline response; stronger effect = lower value; B-score at 10 µM; 310,000 compounds, 0.86% hits; AID 488975;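 active means B-score over 3 SD under the library average, and starting fluorescence ratio not unusually high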;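 further: choline stimulus applied at its EC90 after an EC20 pre-addition; B-score computed on integrated fluorescence ratio after choline addition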
# Target sequence (Q9GZV3 whole entry, looked up): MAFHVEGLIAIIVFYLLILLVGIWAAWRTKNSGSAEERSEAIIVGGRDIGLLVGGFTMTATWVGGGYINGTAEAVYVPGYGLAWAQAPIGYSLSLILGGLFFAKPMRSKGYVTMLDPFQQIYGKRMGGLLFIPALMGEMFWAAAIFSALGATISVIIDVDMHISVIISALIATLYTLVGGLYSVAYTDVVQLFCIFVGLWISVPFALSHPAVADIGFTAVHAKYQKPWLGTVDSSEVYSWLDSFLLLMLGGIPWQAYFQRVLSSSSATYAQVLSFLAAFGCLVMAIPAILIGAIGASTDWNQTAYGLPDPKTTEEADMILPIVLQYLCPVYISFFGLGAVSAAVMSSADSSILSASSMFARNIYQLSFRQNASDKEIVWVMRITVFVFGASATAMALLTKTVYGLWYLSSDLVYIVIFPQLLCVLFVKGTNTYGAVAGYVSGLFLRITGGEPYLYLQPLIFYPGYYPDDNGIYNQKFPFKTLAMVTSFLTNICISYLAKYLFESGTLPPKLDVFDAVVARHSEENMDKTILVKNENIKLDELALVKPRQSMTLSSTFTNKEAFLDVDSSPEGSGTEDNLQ
# CHT allo act: human CHT allosteric activation. CHT-expressing cells, membrane potential dye, choline EC20; stronger effect = higher value; LV-AA mutant CHT in HEK293 cells. B-score at 10 µM. 310,000 compounds, 0.49% hits;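 active means initial fluorescence not abnormally high and integrated response B-score, plate-corrected, over 3 SD above library mean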
# Numbers without * were called inactive; i = inactive. Only part of the results is shown; rates above refer to the full screens.
SMILES,CHT inh,CHT allo act
CCOCCCNC(=O)C1c2cc(OC)c(OC)cc2C(=O)N2CCCCC12 (stereo not drawn),i,i
CC(=O)c1ccc(NC(=O)N2C[C@H]3C[C@@H](C2)c2cccc(=O)n2C3)cc1,i,i
COc1cccc(OCC(=O)N2CCN(C)CC2)c1,i,i
CC1=CC(=C2C(=O)NC(=S)NC2=O)C=C(C(F)(F)F)N1C,i,i
C=C1C2[C@H](OC(C)=O)[C@@H]3CC(=O)[C@]4(C)OC[C@@]3(C)[C@@]4(O)[C@@H](OC(C)=O)[C@H](OC(C)=O)[C@@]2(COC(=O)c2ccccc2)[C@@H](OC(C)=O)C[C@@H]1O (stereo partly drawn),i,i
COc1cc2c(c(OC)c1OC)-c1ccc(O)c(=O)cc1[C@@H](N)CC2,i,i
CCC(=NCc1ccco1)c1c(O)n(C2CCCCC2)c(=O)[nH]c1=O,i,i
c1ccc2c(CN3CCCCCC3)c[nH]c2c1,-6.02*,i
C/C(=N\Nc1ccccc1)c1c(O)n(-c2ccccc2)c(=O)[nH]c1=O,i,i
COc1ccc(-c2nn(CCC#N)cc2C(=O)NCc2ccccc2)cc1,i,i
Cc1nc2ccccc2c(=O)n1/N=C/c1cc(Br)cc(Br)c1O,i,i
COc1cccc(CN2CCCC(C(=O)c3ccccc3SC)C2)c1O (stereo not drawn),i,i
CCC(=O)c1cc(F)c(N2CCN(CC)CC2)cc1C,i,i
FC(F)(F)C1=NC(C(F)(F)F)=NP(N2CCOCC2)(N2CCOCC2)=N1,i,i
Cc1ccc(C(C)C)c(OCC#CCN2CCCC2)c1,i,i
CCOc1ccc(CN2CCN(C(=O)Cc3ccccc3)CC2)cc1,i,i
CSc1ncc(Cl)c(C(=O)O)n1 (tested in a mixture with another compound),i,i
Cc1cccc(N2C(=O)NC(=O)/C(=C/c3ccc(N4CCOCC4)cc3)C2=O)c1,i,i
CCC(=NCCCN(C)C)c1c(O)n(-c2ccc(OC)cc2)c(=O)[nH]c1=O,i,i
C[N+](C)(C)c1ccccc1,i,i
CC(C)C[C@H]1C(=O)N2CCC[C@H]2[C@]2(O)O[C@](NC(=O)[C@@H]3C=C4c5cccc6[nH]cc(c56)C[C@H]4N(C)C3)(C(C)C)C(=O)N12,i,i
COc1cccc(N2CCN(Cc3ccc(Cl)cc3)CC2)c1,i,i
CCC(C)n1c(O)c(/C=N/Nc2ccccc2)c(=O)[nH]c1=S (stereo not drawn),i,i
CCOC(=O)C1SC2(C(F)(F)F)CC1(O)c1c(C)cc(C)nc1O2 (stereo not drawn),i,i
Cn1cccc1/C=C1\C(=O)NC(=O)N(Cc2ccccc2)C1=O,i,i
Cc1nc2ccccc2c(=O)n1-c1ccccc1C(F)(F)F,i,i
COc1ccc(CCNCc2ccc(F)cc2)cc1OC,i,i
C/C(=N\N1CCCCCC1)c1c(O)n(-c2ccccc2C)c(=O)[nH]c1=O,i,i
C=CC12CN(C)[C@@H]3C4CO[C@H](C[C@H]41)[C@]1(C(=O)Nc4ccccc41)[C@@H]32 (stereo partly drawn),i,i
O=C(CSC1c2ccccc2-c2ccccc21)N/N=C/c1ccccc1O,i,i
O=c1[nH]c(=S)n(C2CC2)c(O)c1/C=N/Nc1cccc2ccccc12,i,i
CCOC(=O)C1(CCOc2ccccc2)CCN(Cc2ccc(C)s2)CC1,i,i
CC(C)Cc1nnc(NC(=O)CCC(=O)N2CCN(CCOC(c3ccccc3)c3ccccc3)CC2)s1,i,i
CCCC(C)C1C(C#N)=C(N)Oc2c1c(=O)oc1ccccc21 (stereo not drawn),i,i
CC(C)C12CN3CC(C(C)C)(CN(C1)C3c1cccnc1)C2=O (stereo not drawn),i,i
O=C1N=c2ccccc2=C/C1=C\c1c(O)[nH]c(=S)[nH]c1=O,i,i
O=c1cccc2n1CC1CC2CN(c2nc(N3CCCCC3)nc(N3CCCCC3)n2)C1 (stereo not drawn),i,i
C=CCn1c(O)c(C(C)=NCc2cc(OC)cc(OC)c2)c(=O)[nH]c1=O,i,i
COc1cccc(NC2=NCCCS2)c1,i,i
CN1C[C@@H]2C[C@@H](c3cccn3-c3ccccn3)N3CCC[C@@]23C1=O,i,i

# The final 2 compounds of the section before lead into the next:
SMILES,CHT inh,CHT allo act
COc1cccc(NC2=NCCCS2)c1,i,i
CN1C[C@@H]2C[C@@H](c3cccn3-c3ccccn3)N3CCC[C@@]23C1=O,i,i
CCOC(=O)c1cncn1[C@@H](C)c1ccccc1,i,i
NP(=O)(OCC(F)(F)F)Oc1cccc2ccccc12 (stereo not drawn),i,i
Cn1c(=O)cc(OCCCC(=O)N2CCC3(CC2)OCCO3)c2ccccc21,i,i
CCN(CC)C(=O)c1ccc(NC(=O)COc2ccc(-c3nn(C)c(=O)c4ccccc34)cc2)cc1,i,i
COC(=O)C1=C(c2ccc(S(C)(=O)=O)cc2)C[C@@H]2CC[C@H]1N2C(=O)NCC1CC1,i,i
CC(C)CNC(=O)c1c(N)n(Cc2ccc3c(c2)OCO3)c2nc3ccccc3nc12,i,i
Fc1ccc(CNCCc2c[nH]c3ccccc23)cc1,i,i
COc1ccc(-c2cc(=O)oc3c(C)c(OC(C)C(=O)N4C[C@H]5C[C@@H](C4)c4cccc(=O)n4C5)ccc23)cc1 (stereo partly drawn),i,i
CCOC(=O)c1c(N)n(CCCOC(=O)c2ccco2)c2nc3ccccc3nc12,i,i
CNC(=O)Oc1ccc(C(=O)N2c3ccccc3NC(=O)C2C)cc1 (stereo not drawn),i,i

# Of the compounds above, 8 have fluorine.
SMILES,CHT inh,CHT allo act
CC1=CC(=C2C(=O)NC(=S)NC2=O)C=C(C(F)(F)F)N1C,i,i
CCC(=O)c1cc(F)c(N2CCN(CC)CC2)cc1C,i,i
FC(F)(F)C1=NC(C(F)(F)F)=NP(N2CCOCC2)(N2CCOCC2)=N1,i,i
CCOC(=O)C1SC2(C(F)(F)F)CC1(O)c1c(C)cc(C)nc1O2 (stereo not drawn),i,i
Cc1nc2ccccc2c(=O)n1-c1ccccc1C(F)(F)F,i,i
COc1ccc(CCNCc2ccc(F)cc2)cc1OC,i,i
NP(=O)(OCC(F)(F)F)Oc1cccc2ccccc12 (stereo not drawn),i,i
Fc1ccc(CNCCc2c[nH]c3ccccc23)cc1,i,i

# The listing continues:
SMILES,CHT inh,CHT allo act
COP(=O)(/C=C(\Cl)c1ccccc1)/C=C(\Cl)c1ccccc1,i,i
CN1C(=O)C2C[C@@]3(Br)c4ccccc4N(OOSc4ccccc4)[C@H]3N2C(=O)[C@@H]1Cc1ccccc1 (stereo partly drawn),i,i
Clc1ccccc1CN1CCN(c2ccccc2Cl)CC1,i,i
CCOc1ccc2nc(N3CCC(C(=O)N4CCC5(CC4)OCCO5)CC3)sc2c1,i,i
O=C1NC(=S)NC(=O)C1C1CCCCC1,i,i
CCOP(=O)(OCC)C(NC(=O)c1cccc([N+](=O)[O-])c1)C(Cl)(Cl)Cl (stereo not drawn),i,i
COc1cc2c(cc1OC)C13CCN4CC5=CCOC6CC(=O)N2C1C6C5CC43 (stereo not drawn) (tested in a mixture with another compound),i,i
CCCOP(=O)(O)c1c([N+](=O)[O-])cc(C(F)(F)F)cc1[N+](=O)[O-] (tested in a mixture with another compound),i,i
O=c1[nH]c(O)c(C=NCCc2ccccc2)c(=O)[nH]1,i,i
CCCCn1c(O)c(C(=O)/C=C/c2c[nH]c3ccccc23)c(=O)[nH]c1=O,i,i
CN(C)C1C(=O)C(C(N)=O)=C(O)C2(O)C(=O)C3=C(O)c4c(O)cccc4C(C)(O)C3C(O)C12 (stereo not drawn),i,i
COc1ccc(C(=O)C2CCCN(CCO)C2)c(C)c1 (stereo not drawn),i,i
C=Cn1ccnc1P(=S)(c1nccn1C=C)c1nccn1C=C,i,i
COc1ccccc1-n1c(O)c(C=NCc2ccc3c(c2)OCO3)c(=O)[nH]c1=O,i,i
CCc1ccc(N2C(=O)NC(=O)C(Cc3ccc(OC)cc3OC)C2=O)cc1 (stereo not drawn),i,i
C[C@@H]1O[C@@H](O[C@H]2C[C@@H](O)[C@]3(CO)[C@H]4[C@H](O)C[C@]5(C)[C@@H](C6=CC(=O)OC6)CC[C@]5(O)[C@@H]4CC[C@]3(O)C2)[C@H](O)[C@H](O)[C@H]1O,i,i
NS(=O)(=O)c1ccc(-c2ccc(C=C3C(=O)NC(=S)NC3=O)o2)cc1,i,i
C[C@@H](N)Cc1cnc[nH]1,i,i
CSc1nc(N)c(N=Nc2ccc([As](=O)(O)O)cc2)c(=O)[nH]1,i,i
CCOC(=O)C(NC(=O)CCl)(Nc1ccc(C(O)(C(=O)OCC)C(F)(F)F)cc1)C(F)(F)F (stereo not drawn),i,i
Cc1ccc(-c2nn(Cc3ccccc3)cc2C=O)cc1C,i,i
CN1C2CCC1CC(OC(=O)c1ccc([N+](=O)[O-])cc1)C2 (stereo not drawn),i,i
CC(C)(C)c1ccc(OC(=O)N2CCCCC2)cc1,i,i
CCC1(c2ccccc2)C(=O)N(C)C(=O)N(C)C1=O,i,i
CC(=O)OC1(c2ccccc2)CC(C(C)(C)C)CN(C(C)(C)C)C1 (stereo not drawn),i,i
COC(=O)C(C)Oc1cc(C)cc2oc(=O)c3c(c12)CCCC3 (stereo not drawn),i,i
CCCOc1ccc(N2C(=O)CC(N3CC=C(c4ccccc4)CC3)C2=O)cc1 (stereo not drawn),i,i
Brc1cccc(CNCCc2ccc3c(c2)OCO3)c1,i,i
CC(=O)N1CCN(CC(=O)Nc2ccc(C#N)c(Cl)c2)CC1,i,i
c1ccc([C@@H]2CO2)cc1,i,i
O=c1[nH]c(=S)[nH]c(O)c1N=Nc1ccc(S(=O)(=O)N2CCOCC2)cc1,i,i
N#CC(C#N)=NNc1ccc(-n2ccc(C(F)(F)F)n2)cc1,i,i
Cc1ccc(C[n+]2c(-c3ccc(C)cc3)cc(-c3ccc(C)cc3)cc2-c2ccc(C)cc2)cc1,i,8.72*
Cc1cccc(CSc2nc3c(cc2C#N)CN(C)CC3)c1,i,i
O=C(Cc1ccccc1)OCC(=O)c1ccccc1,i,i
CCC[N+]12CCC(CC1)C(=C(c1ccccc1)c1ccccc1)C2,i,6.48*
CCOCCN1CCC(OC(C)=O)C(C)C1 (stereo not drawn),i,i
Cc1ccc(/C=C2\C(=O)NC(=O)N(CCc3ccc(F)cc3)C2=O)o1,i,i
O=C(N/N=C/c1c(O)n(Cc2ccccc2)c(=O)[nH]c1=O)c1ccncc1,i,i
COc1cccc(C(=O)C2CCCN(Cc3ccc4nsnc4c3)C2)c1 (stereo not drawn),i,i
O=C1NC(=O)C2(C(=O)N1)C(c1ccc(F)cc1)NC(=S)NC2c1ccc(F)cc1 (stereo not drawn),i,i
CC(=O)N(C1=NCCCS1)c1ccc(Cl)cc1,i,i
COc1cccc(CN2CCNCC2)c1OC,i,i
Cc1ccc(OCCOc2cccc(C=C3C(=O)NC(=O)NC3=O)c2)cc1,i,i
COc1ccc(C(c2c(O)c3ccccc3oc2=O)c2c(C)n(C)n(-c3ccccc3)c2=O)cc1 (stereo not drawn),i,i
Cc1cccc2c1N(N=O)CCC2,i,i
C/C(=N\NC(=O)c1ccncc1)c1c(O)n(-c2ccccc2)c(=O)[nH]c1=O,i,i
Cc1ccc(/C=C2/C(=O)NC(=O)N(Cc3ccc(F)cc3)C2=O)o1,i,i
COc1ccc2[nH]cc(C(=O)CN(C)C)c2c1,i,i
O=C(c1cc2nc(-c3ccccc3)cc(-c3ccccc3)n2n1)N1CCC2(CC1)OCCO2,i,i

# Exported with values under each structure: 3 of the compounds above
# Sequence of screens – CHT inh	CHT allo act
> Cc1ccc(OCCOc2cccc(C=C3C(=O)NC(=O)NC3=O)c2)cc1
→ i	i
> O=C1NC(=O)C2(C(=O)N1)C(c1ccc(F)cc1)NC(=S)NC2c1ccc(F)cc1 (stereo not drawn)
→ i	i
> COc1ccc2[nH]cc(C(=O)CN(C)C)c2c1
→ i	i

# (next part)
SMILES,CHT inh,CHT allo act
O=C(N/N=C/c1c(O)n(CCc2ccc(F)cc2)c(=O)[nH]c1=O)c1ccccc1,i,i
CCn1cc(C(=O)N2CCCCC2)c2ccccc21,i,i
CCCCCn1c(=O)c(C(=O)NCCc2ccccc2)c(O)c2ccccc21,i,i
CC(=O)OC1N=C(c2ccccc2Cl)c2cc(Br)ccc2N(C)C1=O (stereo not drawn),i,i
COc1ccc(C(=O)C2CCCN(Cc3cccc(C)n3)C2)c(OC)c1 (stereo not drawn),i,i
Nc1nc(SCCC(F)=C(F)F)n[nH]1,i,i
CCN(c1ccc(C(O)(C(=O)OC)C(F)(F)F)cc1)S(=O)(=O)c1ccccc1 (stereo not drawn),i,i
CCCCCP(=O)(O)c1ccccc1,i,i
O=C(Cn1nc(-c2ccccc2)ccc1=O)N1CCC2(CC1)OCCO2,i,i
COCCOC(=O)C1=C(N)Oc2c(c(=O)oc3ccccc23)C1c1ccncc1 (stereo not drawn),i,i
CCOC(=O)[C@@]1(C#N)C(c2ccc(Cl)c(Cl)c2)[C@H](C(N)=O)N2C=C(C(C)=O)C=C[C@H]21 (stereo partly drawn),i,i
Nc1nonc1C(=O)N/N=C/c1ccc([N+](=O)[O-])o1,i,i

# Laid out differently: entries from further up
structure	CHT inh	CHT allo act
O=C(Cn1nc(-c2ccccc2)ccc1=O)N1CCC2(CC1)OCCO2	i	i
COc1ccc(C(=O)C2CCCN(Cc3cccc(C)n3)C2)c(OC)c1 (stereo not drawn)	i	i

# High-throughput results deposited in PubChem BioAssay by Johns Hopkins Ion Channel Center.
